PERK inhibitor: block of dimerizer-induced PERK translation repression, primary screen, PERK inhibitor project, CHO PERK-DD cells, SEAP luminescence, HTS | Eukaryotic translation initiation factor 2-alpha kinase 3 (Homo sapiens), Q9NZJ5 | CHO PERK-DD fusion, SEAP luminescence translation reporter | inhibition, % at 5.6 µM | 0.17% of 220,000 active | AID 1416, 2008;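 active = inhibition above the mean inhibition of all tested compounds plus 3 SD, set separately per screening campaign, cut at about 2.9% in these data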;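 note: PERK kinase domain activated by AP20187 dimerizer at 100 nM; 0% = DMSO with dimerizer and 100% = rapamycin at 8.4 µM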
TRPML3 agonist: human TRPML3 channel agonists, primary screen, cell-based, HEK293 TRPML3-YFP, Fluo-8 calcium fluorescence, 3 µM | activation, % at 3 µM | AID 1448, 2008 | 100% = the carbachol control signal | Mucolipin-3 (Homo sapiens), Q8TDD5 | 0.29% of 220,000 active;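 active = activation above its plate's cutoff, the mean activation of the plate's test wells plus 3 SD, cut at about 12% in these data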;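 note: 0% = DMSO only wells and 100% = carbachol wells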
Target sequence (Q8TDD5 whole entry, looked up): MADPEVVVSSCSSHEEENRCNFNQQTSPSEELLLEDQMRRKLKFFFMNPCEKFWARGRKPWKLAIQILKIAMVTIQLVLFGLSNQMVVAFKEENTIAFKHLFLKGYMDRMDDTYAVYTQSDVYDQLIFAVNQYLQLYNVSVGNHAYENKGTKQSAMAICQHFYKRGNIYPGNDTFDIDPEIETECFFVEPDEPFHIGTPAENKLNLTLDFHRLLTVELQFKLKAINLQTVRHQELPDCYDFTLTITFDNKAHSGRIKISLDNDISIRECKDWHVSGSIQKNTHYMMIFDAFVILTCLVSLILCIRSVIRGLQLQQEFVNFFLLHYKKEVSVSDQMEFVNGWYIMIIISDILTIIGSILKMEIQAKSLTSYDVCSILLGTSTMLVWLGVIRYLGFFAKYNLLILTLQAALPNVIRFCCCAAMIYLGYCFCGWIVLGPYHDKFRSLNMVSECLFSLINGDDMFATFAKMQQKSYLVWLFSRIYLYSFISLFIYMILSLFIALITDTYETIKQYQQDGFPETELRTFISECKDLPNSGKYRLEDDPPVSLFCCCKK
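Material: HEK293 cells stably carrying human TRPML3-YFP; compound dosing: single dose, 3 µM final nominal compound, 0.3% DMSO final; incubation: 1-h 37 °C dye load, 5-s basal, 120-s post-compound reads; technique: Fluo-8 intracellular calcium fluorescence, excitation 470-495 nm, emission 515-575 nm; read-out basis: percent activation from peak-to-basal fluorescence ratio, scaled between DMSO and carbachol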
BaF3 tox: parental Ba/F3 cell viability inhibition, counter-screen for JAK2V617F inhibitor project, murine pro-B, CellTiter-Glo luminescence | CellTiter-Glo ATP luminescence | inhibition, % at 5.6 µM | 1.1% of 220,000 active | AID 1486, 2009;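 active = inhibition above a per-campaign cutoff, the mean inhibition of all tested compounds plus 3 SD, cut at about 27% in these data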;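 note: 0% = DMSO wells and 100% = JAK Inhibitor I control wells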
S1P4 antag: S1P4 receptor antagonists, primary screen, cell-based; 0.26% of 220,000 active; inhibition, % at 4.98 µM; AID 1510, 2009; S1P4-expressing cells, antagonist mode, reporter read-out; Sphingosine 1-phosphate receptor 4 (Homo sapiens), O95977; in the data active = inhibition above about 29%;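 note: 0% = wells stimulated with agonist and 100% = vehicle wells without agonist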
Target sequence (O95977 whole entry, looked up): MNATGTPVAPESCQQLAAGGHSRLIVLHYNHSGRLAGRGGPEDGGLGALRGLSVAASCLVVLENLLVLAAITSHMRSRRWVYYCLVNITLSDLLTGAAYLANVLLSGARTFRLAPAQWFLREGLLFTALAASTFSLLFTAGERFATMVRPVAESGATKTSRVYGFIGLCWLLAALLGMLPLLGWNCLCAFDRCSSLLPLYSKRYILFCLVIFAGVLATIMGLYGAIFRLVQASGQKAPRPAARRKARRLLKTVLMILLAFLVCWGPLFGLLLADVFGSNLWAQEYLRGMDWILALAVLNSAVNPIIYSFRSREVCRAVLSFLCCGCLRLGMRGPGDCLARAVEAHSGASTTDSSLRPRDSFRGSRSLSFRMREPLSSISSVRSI
m-calpain inh: inhibitors of pig calpain II, primary screen, biochemical, fluorogenic peptide substrate, 1536-well; purified calpain II, 30 min; inhibition, % at 16 µM; 0.37% of 220,000 active; AID 1236, 2008;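 active = inhibition above about 50%, limit read from the data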
S1P4 ag: S1P4 receptor agonists, primary screen, cell-based. S1P4-expressing cell line, agonist reporter assay. 0.35% of 220,000 active. activation, % at 4.98 µM. Sphingosine 1-phosphate receptor 4 (Homo sapiens), O95977. AID 1509, 2009; in the data active = activation above about 11%;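 note: 0% = DMSO vehicle and 100% = reference agonist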
zfTRPN1 agonist: zebrafish TRPN1 channel agonists, primary screen, cell-based, HEK293, calcium fluorescence; transient receptor potential cation channel N1 (TRPN1/NompC), Danio rerio; HEK293 zebrafish TRPN1-YFP, Fluo-8 calcium fluorescence; 100% = response to 87 µM carbachol; activation, % at 3 µM; 0.18% of 220,000 active; AID 1424, 2008;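 active = activation above its plate's cutoff, the mean activation of test wells on that plate plus 3 SD, cut at about 19% in these data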;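 note: 0% = DMSO alone and 100% = 87 µM carbachol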
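Material: zebrafish TRPN1-YFP in HEK293 cells; Doses: single test compound dose, 3 µM nominal, 0.3% DMSO; Timing: dye loading 1 h at 37 °C, then 30 min room temperature; Technique: intracellular calcium fluorescence with Fluo-8; Benchmarks: high carbachol 87 µM, low DMSO alone.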
Ba/F3 V617F tox: reduced viability of JAK2V617F-dependent Ba/F3 cells, primary screen, JAK2V617F inhibitor project, cell-based, Ba/F3 EpoR-JAK2V617F, luminescence | ATP luminescence | inhibition, % at 5.6 µM | 1.1% of 220,000 active | AID 1446, 2008;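 active = inhibition above the campaign mean plus 3 SD over all tested compounds, cut at about 24% in these data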;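 note: cytokine-independent growth of Ba/F3 cells driven by EpoR plus mutant JAK2; 0% = DMSO-treated cells and 100% = JAK inhibitor I control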
EP2 modulator: EP2 receptor modulators, cAMP readout, primary screen, cell-based, HTRF cAMP, PGE2 stimulation. EP2-expressing cells, cAMP HTRF FRET, PGE2 co-stimulation. 0.83% of 260,000 active. Prostaglandin E2 receptor EP2 subtype (Homo sapiens), P43116. induction, % at 25 µM;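 active = compounds whose cAMP rise, as percent of the full-agonist control response, exceeds 60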;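 note: rat C6 glioma line stably carrying human EP2 under a CMV promoter; the protocol text gives 20 µM as final concentration; 100% = response of wells given 1 µM PGE2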
The depositor's hits bear a star; i = inactive; nt = no result given.

#1 CC(C)(C)NC(NC(=O)Cc1ccccc1)C(Cl)(Cl)Cl (centres undefined)
#2 O=C(Nc1cccc(-c2cn3ccccc3n2)c1)c1cccs1
#3 CCOC(=O)c1c(-c2cccc([N+](=O)[O-])c2)csc1NC(=O)C1CC1
#4 CC12CC(NC(=O)N1c1cccc(C(=O)Nc3ncn[nH]3)c1)c1ccccc1O2 (centres undefined)
#5 CCOC(=O)c1oc2ccccc2c1NC(=O)COc1cccc(OC)c1
#6 CCC(=O)NC(=S)Nc1ccc(NC(=S)NC(=O)c2ccccc2)cc1
#7 COc1ccc(NC(=O)c2nn(C)c(=O)c3ccccc23)cc1S(=O)(=O)Nc1ccccc1Cl
#8 CCCCCCC(=O)Nc1c(O)c2ccccc2[nH]c1=O
#9 O=C(NCCSc1ccc(Br)cc1)c1ccccc1
#10 CC1(C)C2CCC1(C)C(OC(=O)c1ccc(O)cc1)C2 (centres undefined)
entry no.	1	2	3	4	5	6	7	8	9	10
EP2 modulator	1	-57	60	15	20	10	-37	34	-48	67*
zfTRPN1 agonist	1.6	1.8	-2.0	0.9	0.0	0.5	-0.2	0.7	-1.7	-0.6
S1P4 antag	-27	-21	-2	-9	-6	-24	-5	-9	-4	9
BaF3 tox	7	6	0	5	4	5	8	8	-2	-8
TRPML3 agonist	-0.8	0.6	-0.8	0.5	0.0	0.8	0.3	0.6	-0.2	-0.1
m-calpain inh	-13	19	6	-16	-23	-16	-191	-6	22	36
S1P4 ag	0.9	2.0	1.0	-1.3	-2.1	2.0	0.5	1.2	0.9	-0.1
Ba/F3 V617F tox	-1	2	0	4	1	-1	6	-2	-3	-7
PERK inhibitor	0.9	-0.8	-0.4	-1.2	0.8	0.2	-0.6	1.0	-0.2	1.9

#11 COc1ccc(C)c2sc(N3CCCC3)nc12
#12 Cc1ccc(-c2ccc(/C=N/N3C(=O)C4C5C=CC(C6CC56)C4C3=O)o2)c([N+](=O)[O-])c1 (centres undefined)
#13 COc1ccc(C(=O)Nc2ccc(N3CCN(c4ccc(OC)cc4)CC3)c(C#N)c2)cc1
#14 O=C(Nc1ccccc1Br)c1c(F)cccc1Cl
#15 CCOc1ccc(-c2csc(NC(=O)C3CCCO3)n2)cc1 (centres undefined)
#16 COC(=O)C1CCN(C(=O)c2ccccc2Oc2ccccc2)CC1
#17 COc1ccc(OC)c(NC(=O)Cc2coc3ccc(C)cc23)c1
#18 CCOc1cccc2sc(N(CCN(CC)CC)C(=O)c3cccc([N+](=O)[O-])c3)nc12
#19 COC(=O)c1scc(C)c1N/N=C(\C)c1ccc(F)cc1
#20 CCOC(=O)c1ccc(Oc2nc(OC)cc(OC)n2)cc1
entry no.	11	12	13	14	15	16	17	18	19	20
EP2 modulator	-27	-26	29	-57	-3	11	-10	-2	61*	24
zfTRPN1 agonist	-1.4	-1.0	1.9	-1.4	3.1	-0.9	-1.9	0.2	-0.7	-1.3
S1P4 antag	-17	-3	1	-11	-23	-17	-2	-8	-18	1
BaF3 tox	6	2	1	2	0	6	5	0	2	3
TRPML3 agonist	0.0	0.3	1.0	-0.3	0.7	-0.4	-1.2	0.5	0.9	-0.5
m-calpain inh	-10	3	-70	32	-19	16	-1	-8	-161	30
S1P4 ag	-0.7	-1.2	-1.1	1.5	0.5	1.3	0.5	-0.3	-3.5	0.2
Ba/F3 V617F tox	-4	2	-3	-1	-6	2	2	1	-5	5
PERK inhibitor	-0.4	-0.5	0.5	0.2	0.2	-0.7	-1.4	0.0	0.5	0.0

#21 CCCOc1ccc(C(=O)NCCO)cc1
#22 Cc1ccc(-n2c(=O)cc(N3CCCCCC3)[nH]c2=O)cc1
#23 COc1ccc2c(c1)nc(SCC(=O)c1ccc(Br)s1)n2C
#24 Cc1cc(C(=O)N/N=C/C=C/c2ccccc2)n[nH]1
#25 NNC(=O)C1=NOC2COC3(CCN(c4ncccn4)CC3)OCC12 (centres undefined)
#26 Cc1cc[n+]2cc(-c3cccc([N+](=O)[O-])c3)c(-c3cccc([N+](=O)[O-])c3)cc2c1
#27 CCOC(=O)Nc1ccc2c(c1)N(C(=O)CCN1CCN(CCO)CC1)c1ccccc1CC2
#28 CC(=O)Nc1cccn(Cc2c(Cl)cccc2Cl)c1=O
#29 O=C(c1ccco1)N1CCN(c2c([N+](=O)[O-])nn(-c3ccc(Cl)cc3)[n+]2[O-])CC1
#30 CC1CC(N(C(=O)c2ccco2)c2ccccc2)c2ccccc2N1 (centres undefined)
entry no.	21	22	23	24	25	26	27	28	29	30
EP2 modulator	0	9	-9	-13	12	1	19	3	-28	11
zfTRPN1 agonist	-0.2	0.6	-1.4	1.2	-0.4	-0.3	-0.3	-1.3	1.2	-1.3
S1P4 antag	-3	1	-3	-4	-4	0	0	-11	5	18
BaF3 tox	7	6	-1	-2	9	4	7	8	0	4
TRPML3 agonist	1.0	0.7	-0.8	0.5	0.5	0.5	-0.1	-0.1	1.6	-1.2
m-calpain inh	-3	-2	19	12	-7	-3	5	8	-1	3
S1P4 ag	1.2	1.6	-1.5	-0.4	-2.4	-0.1	-0.4	0.0	0.9	-1.6
Ba/F3 V617F tox	1	-2	-5	-4	3	2	0	1	-3	-3
PERK inhibitor	-0.9	0.9	-0.6	1.2	0.5	0.2	0.7	1.0	-0.4	-0.5

#31 Cc1ccc(-c2cc(C(F)(F)F)n3ncc(C(=O)N4CCCc5ccccc54)c3n2)cc1
#32 COC(=O)c1ccc(S(=O)(=O)c2ccccc2)c(N)c1
#33 O=c1[nH]c(NCCO)nc2ncn(Cc3ccccc3)c12
#34 Cc1cccc(OCC(=O)NC2CCCc3ccccc32)c1C (centres undefined)
#35 COc1ccc(S(=O)(=O)Nc2cc(C)c(O)cc2C(C)C)cc1
#36 O=C(/C=C/Nc1ccc(F)cc1)c1cccs1
#37 O=c1[nH]c(=O)n(-c2ccccc2)c2c1C(C(F)(F)F)(C(F)(F)F)N=C(C1CCCCC1)N2
#38 O=C(COc1ccc2ccccc2c1)NNC(=O)[C@@H]1CCCC[C@@H]1C(=O)O
#39 COc1ccc(-n2c(SCC(=O)Nc3sc4c(c3C#N)CCCC4)nnc2-c2ccc(O)cc2)cc1
#40 O=C(Oc1ccccc1-c1nnco1)c1ccc(Cl)cc1
entry no.	31	32	33	34	35	36	37	38	39	40
EP2 modulator	35	-32	23	-24	16	nt	38	8	-10	-9
zfTRPN1 agonist	0.0	-0.8	0.3	-1.4	2.7	1.4	-0.1	-0.5	0.2	-0.9
S1P4 antag	14	9	-6	2	-1	0	-7	-7	-4	-5
BaF3 tox	-3	1	9	5	3	5	40*	6	5	5
TRPML3 agonist	0.4	0.7	0.8	-0.4	4.4	0.0	0.3	-0.9	1.2	-0.5
m-calpain inh	-5	i	18	26	2	nt	-2	25	-127	-83
S1P4 ag	-2.1	-2.1	-1.2	-1.5	-3.3	0.2	-3.0	0.6	-0.9	0.7
Ba/F3 V617F tox	-4	-1	6	2	0	6	4	3	-1	4
PERK inhibitor	1.2	0.8	-1.1	0.1	0.4	0.4	0.5	-0.2	0.7	0.6

#41 O=C(c1ccc(Cl)cc1)n1c(NCc2ccccc2)n[nH]c1=S
#42 c1ccc(CSc2nnc(-c3ccco3)n2Cc2ccco2)cc1
#43 COc1ccc(CCNC(=O)c2cc3c(C)nccc3[nH]c2=O)cc1OC
#44 Cc1ccc2nc(SCC(=O)Nc3cc(C)on3)[nH]c2c1
#45 CCCS(=O)(=O)N1CCn2c(nc3ccccc32)C1
#46 O=C(/C=C/Nc1ccc(F)cc1)c1ccc(Br)cc1
#47 Cc1nonc1C(=O)N/N=C/c1cccc(O)c1
#48 Cn1cc(/C=N\O)nc2c(=O)n(-c3ccccc3)c(=O)nc1-2
entry no.	41	42	43	44	45	46	47	48
EP2 modulator	34	24	-9	-25	-3	24	0	17
zfTRPN1 agonist	0.0	-1.8	1.8	0.3	1.0	0.7	0.0	2.6
S1P4 antag	8	-18	-26	3	-57	12	-5	-13
BaF3 tox	4	-1	11	5	1	8	5	-1
TRPML3 agonist	0.5	-0.7	1.3	-0.3	0.7	0.7	0.0	0.7
m-calpain inh	-134	-28	-12	7	29	-50	28	-60
S1P4 ag	-1.1	-1.9	1.0	-0.5	1.3	-1.9	-0.1	1.8
Ba/F3 V617F tox	0	-2	4	1	-1	5	2	-2
PERK inhibitor	0.3	-1.1	1.7	-0.5	0.5	0.4	0.3	-0.6

From no. 39 up to 48, copied from above:
#39 COc1ccc(-n2c(SCC(=O)Nc3sc4c(c3C#N)CCCC4)nnc2-c2ccc(O)cc2)cc1
#40 O=C(Oc1ccccc1-c1nnco1)c1ccc(Cl)cc1
#41 O=C(c1ccc(Cl)cc1)n1c(NCc2ccccc2)n[nH]c1=S
#42 c1ccc(CSc2nnc(-c3ccco3)n2Cc2ccco2)cc1
#43 COc1ccc(CCNC(=O)c2cc3c(C)nccc3[nH]c2=O)cc1OC
#44 Cc1ccc2nc(SCC(=O)Nc3cc(C)on3)[nH]c2c1
#45 CCCS(=O)(=O)N1CCn2c(nc3ccccc32)C1
#46 O=C(/C=C/Nc1ccc(F)cc1)c1ccc(Br)cc1
#47 Cc1nonc1C(=O)N/N=C/c1cccc(O)c1
#48 Cn1cc(/C=N\O)nc2c(=O)n(-c3ccccc3)c(=O)nc1-2
entry no.	39	40	41	42	43	44	45	46	47	48
EP2 modulator	-10	-9	34	24	-9	-25	-3	24	0	17
zfTRPN1 agonist	0.2	-0.9	0.0	-1.8	1.8	0.3	1.0	0.7	0.0	2.6
S1P4 antag	-4	-5	8	-18	-26	3	-57	12	-5	-13
BaF3 tox	5	5	4	-1	11	5	1	8	5	-1
TRPML3 agonist	1.2	-0.5	0.5	-0.7	1.3	-0.3	0.7	0.7	0.0	0.7
m-calpain inh	-127	-83	-134	-28	-12	7	29	-50	28	-60
S1P4 ag	-0.9	0.7	-1.1	-1.9	1.0	-0.5	1.3	-1.9	-0.1	1.8
Ba/F3 V617F tox	-1	4	0	-2	4	1	-1	5	2	-2
PERK inhibitor	0.7	0.6	0.3	-1.1	1.7	-0.5	0.5	0.4	0.3	-0.6

Source: PubChem
